Screens from PubChem BioAssay.
PI4K2A inh – qHTS for small molecular inhibitors of PI4K2A; purified PI4K2A, ADP-Glo luminescence, 1 h; stronger effect = lower value; activity change, negative = inhibition, % at 76.9 µM; actives 0.13% (n = 420,000); in the data active means activity change below about -50%; inconclusive means mostly about -30% to -49%;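 further: -100% = wells without enzyme as full effect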
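Compounds are screened against recombinant PI4K2A using PI as substrate and ATP, the latter dispensed at 300 microM. Reactions run one hour at ambient temperature before ADP-Glo detection; full inhibition defined by wells lacking enzyme.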
JMJD2A Tudor – qHTS Assay for Inhibitors of JMJD2A-Tudor Domain | actives 4.4% (n = 390,000) | AlphaScreen JMJD2A-Tudor / H3K4me3 peptide binding | AID 504339, 2011 | Lysine-specific demethylase 4A (Homo sapiens), O75164 | Potency, µM (doses to about 114 µM), for the others: top-dose activity change, negative = inhibition, most hits filed as inhibitors; further: potency means the concentration at half of the fitted maximal effect; on the % scale 0 is the no-effect control and ±100 the full control effect; nearly all actives have a fitted effect of over 50% in size
RGS4 inhibitor – Inhibitors of Regulator of G Protein Signaling (RGS) 4: qHTS; Transcreener GDP fluorescence polarization, RGS4-accelerated GTP hydrolysis; Potency, µM (doses to about 114 µM), inactives show top-dose activity change, negative = inhibition, actives largely listed as inhibitors; actives 0.039% (n = 390,000); further: potency means the concentration at half of the fitted maximal effect; on the % scale 0 is the no-effect control and ±100 the full control effect; nearly all actives have a fitted effect of over 75% in size; some results filed as inactive show a strong effect at the top dose
Target sequence (P49798 whole entry, looked up): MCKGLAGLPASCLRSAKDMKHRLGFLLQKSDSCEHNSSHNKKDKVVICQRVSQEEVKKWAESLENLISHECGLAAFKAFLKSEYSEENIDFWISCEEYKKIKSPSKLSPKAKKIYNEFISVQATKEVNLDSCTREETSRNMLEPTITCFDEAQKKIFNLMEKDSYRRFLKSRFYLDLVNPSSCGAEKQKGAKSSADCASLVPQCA
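MLSMR compounds (23 nl, pin-transferred) preincubated 10 min at room temperature with a 500nM (2x) first reagent, then RGS4 at 900nM (2x) plus Transcreener GDP mix added; fluorescence polarization (620/688 nm) read before and after 90 min at 30 °C.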
HP1b binding inh – HTS for Inhibitors of HP1-beta Chromodomain Interactions with Methylated Histone Tails; Chromobox protein homolog 1 (Homo sapiens), P83916; actives 0.56% (n = 390,000); AID 540317, 2011; AlphaScreen HP1-beta / biotin-H3K9me3 peptide binding; Potency, µM (highest dose often 114 µM), without a hit: top-dose activity change, negative = inhibition, hits mostly inhibitors; further: potency means the concentration at half of the fitted maximal effect; nearly all actives have a fitted effect of over 70% in size; inactives centre near 23
Target sequence (P83916 whole entry, looked up): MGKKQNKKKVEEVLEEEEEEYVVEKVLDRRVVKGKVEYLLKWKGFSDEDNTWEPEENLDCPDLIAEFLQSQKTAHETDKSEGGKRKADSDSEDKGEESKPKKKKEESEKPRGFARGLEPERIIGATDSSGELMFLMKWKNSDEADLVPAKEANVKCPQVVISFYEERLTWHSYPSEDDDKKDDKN
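HP1-beta protein (50 nM final) preincubated 30 min at room temperature with biotinylated H3(1-18)K9me3 peptide (50 nM) in PBS pH 7.4, 0.01% Tween-20, then compound added for 30 min. AlphaScreen streptavidin donor/nickel chelate acceptor beads (10 ug/mL final), 30 min dark, luminescence read.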
ALOX12 inh – Primary qHTS assay for inhibitors of human arachidonate 12S-lipoxygenase (ALOX12): Round 2 | purified 12hLO, xylenol orange hydroperoxide absorbance | Potency, µM (top dose mostly 108 µM), for the others: at the highest dose activity change, negative = inhibition, hits mostly inhibitors | actives 1.1% (n = 580,000) | AID 1671190, 2021; further: potency means the concentration at half of the fitted maximal effect; on the % scale 0 is the no-effect control and ±100 the full control effect
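Purified human 12hLO at 150 nM in 25 mM Hepes, 0.01% Triton X-100, pH 7.0, preincubated 15 min at room temperature with compound. Reaction started with 40 uM arachidonic acid, 30 min at room temperature. Hydroperoxide measured by Fe-xylenol orange, 573/405 nm absorbance ratio.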
G9a block – qHTS Assay for Inhibitors of Histone Lysine Methyltransferase G9a. Histone-lysine N-methyltransferase EHMT2 (Homo sapiens), Q96KQ7. G9a H3K9 monomethylation, AlphaScreen, 2 h. Potency, µM (series often up to 102 µM), inactives show top-dose activity, negative = inhibition, usual class: inhibitors. actives 8.8% (n = 350,000). AID 504332, 2011; further: potency means the concentration at half of the fitted maximal effect; on the % scale 0 is the no-effect control and ±100 the full control effect; nearly all actives have a fitted effect of over 75% in size
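Step 1: enzyme (final 20 nM) with compound, 15 min RT. Step 2: substrate peptide 500 nM and SAM 20 uM, 2 h RT. Step 3: anti-H3K9me1 antibody and AlphaScreen beads, 10 min, then plate read.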
BAZ2B inh – qHTS Assay for Inhibitors of BAZ2B | actives 4.4% (n = 360,000) | Potency, µM (titrated, usually from 114 µM), inactives show top-dose activity change, negative = inhibition, hits mostly inhibitors | AlphaScreen BAZ2B-H3K14Ac peptide displacement; further: potency means the concentration at half of the fitted maximal effect; on the % scale 0 is the no-effect control and ±100 the full control effect; nearly all actives have a fitted effect of over 60% in size
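Complex of BAZ2B and biotin-H3K14Ac (50 nM apiece) forms over 30 min at RT, then faces library compounds up to 110 uM for another 30 min; AlphaScreen beads added, 20 min dark incubation, luminescence read.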
ERG-DNA inh – qHTS for Small Molecule Inhibitors of the ERG Ets/DNA interaction; fluorescence polarization, His-ERG Ets domain / labelled DNA; Transcriptional regulator ERG (Homo sapiens), P11308; AID 624246, 2012; Potency, µM (highest dose often 76.9 µM), without a hit: top-dose FP activity, negative = inhibition, most hits filed as inhibitors; actives 0.028% (n = 370,000); active means well fitted inhibition curve with a large enough effect in the polarisation, with a control signal flat; inconclusive means small, poorly fitted or top-dose-only effect, or effect the other way, or a change in a side signal; inactive means no such curve, though single readings can be large or run the other way; the % refers to the polarisation;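 further: polarization taken with two DNA probes labelled with fluorescein and Texas red; potency means the concentration at half of the fitted maximal effect; % of control where 0% means no effect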
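His-tagged ERG Ets domain (1 uM in the protein solution; 300mM KCl, 50mM Tris-HCl, 1mM EDTA, 1mM DTT, pH 7.5) received compound, then a probe mix of 5 nM fluorescein-DNA and 100nM Texas-615-DNA. Fluorescence polarization was read for both dyes.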
GLS inhibitor – qHTS for Inhibitors of Glutaminase (GLS); Potency, µM (highest dose often 45.5 µM), inactives show at the highest dose activity change, negative = inhibition, most hits filed as inhibitors; GLS enzymatic activity, qHTS titration; actives 0.21% (n = 410,000); AID 624170, 2012; further: potency means the concentration at half of the fitted maximal effect; on the % scale 0 is the no-effect control and ±100 the full control effect
Target sequence (O94925 whole entry, looked up): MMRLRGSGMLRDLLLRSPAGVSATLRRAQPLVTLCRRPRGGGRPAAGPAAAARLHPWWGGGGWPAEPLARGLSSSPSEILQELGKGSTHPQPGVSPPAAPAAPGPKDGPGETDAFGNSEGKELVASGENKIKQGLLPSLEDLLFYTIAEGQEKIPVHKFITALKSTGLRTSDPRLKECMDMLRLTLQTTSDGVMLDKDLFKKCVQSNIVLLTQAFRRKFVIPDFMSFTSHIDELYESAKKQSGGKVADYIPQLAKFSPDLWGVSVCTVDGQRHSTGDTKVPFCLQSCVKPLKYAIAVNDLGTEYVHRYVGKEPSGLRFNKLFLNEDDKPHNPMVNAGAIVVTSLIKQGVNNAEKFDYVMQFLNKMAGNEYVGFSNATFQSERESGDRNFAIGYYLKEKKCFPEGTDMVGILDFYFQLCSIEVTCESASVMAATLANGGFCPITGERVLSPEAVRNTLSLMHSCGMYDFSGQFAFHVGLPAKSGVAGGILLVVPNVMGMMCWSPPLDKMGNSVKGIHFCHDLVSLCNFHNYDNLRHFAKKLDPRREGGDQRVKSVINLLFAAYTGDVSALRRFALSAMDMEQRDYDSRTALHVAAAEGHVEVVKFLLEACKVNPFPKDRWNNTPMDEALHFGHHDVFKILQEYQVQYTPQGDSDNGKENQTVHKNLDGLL
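Compounds were pin-transferred onto hKGA, after which L-glutamine (1 mM solution) and a detection mix of glutamate oxidase, HRP and Amplex Red were added. Initial and 30 min RT fluorescence reads were collected.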
* marks the source's active call; other numbers are inactive results; i = inactive; ? = inconclusive; . = no result given; & = joins results of further samples; [ ] = remark or other dose. Unless noted, the call rests on the fitted dose curve; in most records, active means well fitted curve in the direction sought with a large enough effect; inconclusive means small, poorly fitted or top-dose-only effect, or another doubt; inactive means no such curve, though single readings can be large; an effect the other way counts as inactive or inconclusive. An excerpt. The share of hits here may be higher or lower than overall.

SMILES	PI4K2A inh	JMJD2A Tudor	RGS4 inhibitor	HP1b binding inh	ALOX12 inh	G9a block	BAZ2B inh	ERG-DNA inh	GLS inhibitor
Fc1ccc(NC(=S)Nc2cccnc2)c(F)c1F	-2	3%	?	15%	?	?	-4%	-6%	-17%
CC(C)c1csc(CN2CCC(n3nccc3NC(=O)Cc3ccccc3)CC2)n1	3	-5%	-1%	22%	7%	?	-25%	-7%	4%
CCC1Oc2ccc(C)cc2N(CC(=O)NCCCN2CCCC2)C1=O (stereo unspecified)	-5	-9%	-14%	-1%	10%	1%	-4%	-4%	0%
CCOC(=O)c1sc(NC(=O)c2ccc(CC)s2)nc1C	-1	-11%	-23%	16%	0%	-45%[12.7 µM]	-2%	-1%	2%
Cc1sc(N/N=C/c2cc([N+](=O)[O-])ccc2O)nc1-c1ccccc1	-3	22µM*	?	16%	6%	5%	-8%	-8%	-1%
CC(C)CCN1C(=O)c2ccc(C(=O)NCc3ccccn3)cc2C1=O	3	?	-12%	31%	6%	36%	?	5%	10%
Cc1ccc(C2C(C#N)=C(N)Oc3nc(-c4ccccc4)[nH]c32)o1 (stereo unspecified)	-1	-33%	-33%	-12%	0%	50µM*	-33%	6%	33%[activator]
CCOC(=O)[C@H]1[C@H]2COc3ccc(Br)cc3[C@H]2N2C(=O)CN(Cc3ccc(C)cc3)C(=O)[C@@]12C	-4	-24%	20%	19%	?	.	.	16%	3%
COc1ccc(OC)c(CNC(=O)c2ccc(N3Cc4ccccc4Oc4ncccc43)s2)c1	-2	-3%	-10%	17%	-10%	-5%[59 µM]	2%	18%	-3%
COc1cccc(C(=O)C2=NN(C(C)=O)CC2c2ccco2)c1 (stereo unspecified)	2	-21%	2%	-5%	0%	18%[59 µM]	?	-1%	-4%
CCc1nnc(SCC(=O)Nc2ccc(NC(C)=O)cc2)n1-n1cccc1	1	-24%	-12%	26%	5%	-28%	-23%	5%	-6%
CCN(c1ccc(OC)cc1)S(=O)(=O)c1nnc(NC(=O)c2ccccc2Cl)s1	1&-4	-10%&-19%	-26%&-24%	34%&39%	-23%	6%[59 µM]	-19%&-33%	0%&1%	16%&4%
Cc1ccc(NC(=O)Cn2c(=O)n(CCCCC(=O)NCCc3ccc(Cl)cc3)c(=O)c3ccccc32)cc1	4	0%	-16%	44%[activator]	-27%	-1%[59 µM]	-2%	0%	-7%
COc1cccc(NC(=O)CN2CCSc3ccccc32)c1	7	-33%	-28%	3%	?	22µM*	?	6%	-6%
Cc1ccc(NC(=O)CN2CCN(C)CC2)cc1S(=O)(=O)N1CCOCC1	0	-16%	-8%	23%	-7%	?	-3%	0%	8%
O=C(NCc1ccccc1Cl)c1ccc(NC(=O)N2CCSc3ncccc32)cc1	1	-8%	12%	21%	?	-3%[59 µM]	-11%	-2%	1%
CCc1nnc(NC(=O)c2ccc(-c3cccc(C(F)(F)F)c3)o2)s1	2	-5%[57.1 µM]	-24%[56.9 µM]	51%[activator]	0%	?	4%	7%	-4%
CCNc1cc(S(=O)(=O)C(F)(F)F)ccc1N	2	-14%	-13%	10%	-8%	1%[59 µM]	-9%	5%	-1%
Cc1ccc(S(=O)(=O)NCC(=O)N2CCCC2C(=O)O)cc1 (stereo unspecified)	0	-5%	4%	31%	-6%	17%	1%	5%	-2%
Cc1cc(NC(=O)CCN2CCN(C)CC2)ccc1Br	0	89µM*	0%	33%	0%	13%[0.501 µM]	-1%	3%	6%
Cc1cc(C)n(NC(=S)NC2CCCC2)c(=O)c1C#N	2	11µM*	4%	33%[activator]	?	-2%	-14%	0%	-7%
O=C(COc1ccc(S(=O)(=O)NC2CCCCC2)cc1)Nc1ccc(C(F)(F)F)cc1	0	-11%	14%	32%[activator]	-8%	1%[59 µM]	2%	6%	13%
C/C=C(/C)C(=O)Nc1cccc(C2=NOC3(C2)C[C@@H](C(N)=O)N(C(=O)/C=C/CC)C3)c1 (stereo partly specified)	-6	-2%	-1%	29%	-12%	19%[12.7 µM]	-4%	-5%	6%
COc1ccc(CNC(=O)C(OC(=O)c2cccs2)C(C)C)cc1 (stereo unspecified)	0	-9%	-1%	20%	-4%	15%	6%	3%	8%

Complete entries, looked up by structure. Order of values: PI4K2A inh, JMJD2A Tudor, RGS4 inhibitor, HP1b binding inh, ALOX12 inh, G9a block, BAZ2B inh, ERG-DNA inh, GLS inhibitor
CCC1Oc2ccc(C)cc2N(CC(=O)NCCCN2CCCC2)C1=O (stereo unspecified) in the list: -5, -9%, -14%, -1%, 10%, 1%, -4%, -4%, 0%
CCc1nnc(SCC(=O)Nc2ccc(NC(C)=O)cc2)n1-n1cccc1 in the list: 1, -24%, -12%, 26%, 5%, -28%, -23%, 5%, -6%
O=C(NCc1ccccc1Cl)c1ccc(NC(=O)N2CCSc3ncccc32)cc1 in the list: 1, -8%, 12%, 21%, ?, -3%[59 µM], -11%, -2%, 1%

More records follow.
SMILES	PI4K2A inh	JMJD2A Tudor	RGS4 inhibitor	HP1b binding inh	ALOX12 inh	G9a block	BAZ2B inh	ERG-DNA inh	GLS inhibitor
CN(C)S(=O)(=O)N1CCN(c2ccnc3cc(Cl)ccc23)CC1	-3	2%	-11%	31%	.	.	-9%	4%	3%
COC(=O)c1ccccc1NS(=O)(=O)c1c(C)noc1C	-1	-6%	-9%	56%[activator]	239%[activator]	45%	1%	12%	-4%
Cc1c(Cl)cccc1NC(=S)N1CCN(Cc2ccccc2)CC1	0	-3%	-1%	21%	0%	.	?	0%	.
CCc1ccc(NC(=O)Cn2nnc(C(=O)Nc3cc(C)ccc3OC)c2N)cc1	0	-13%	-10%	6%	-23%	-1%[59 µM]	6%[57.1 µM]	-3%	-7%
CC(=O)N1CCCc2cc(S(=O)(=O)N3CCCC(C(=O)N4CCN(c5ccccc5)CC4)C3)ccc21 (stereo unspecified)	3&-3	-7%&-19%	-7%&-8%	12%	2%&-18%	?	2%[57.1 µM]	8%&-3%	0%&25%
O=C(CCN1C(=O)c2ccccc2C1=O)NCc1cccc(Cl)c1	2	-11%	-6%	-4%	-1%	-2%	-7%	0%	0%
CCOC(=O)/C(N=Nc1c(C)n(C)n(-c2ccccc2)c1=O)=C(\C)O	4	14%[57.1 µM]	-3%	48%[activator]	0%	8%	1%	4%	26%
Cc1ccc2c(c1)sc(-c1ccc(N(C)C)cc1)[n+]2C	-7	-34%	-4%	23%	?	50µM*	-36%	2%	0%
O=C1c2ccccc2S(=O)(=O)c2cc(N3CCC(C(=O)N4CCCCC4)CC3)ccc21	-3	16%	-17%	55%[activator]	-7%	.	.	-10%	1%
O=C(O)c1ccc(COc2ccccc2/C=C2\NC(=O)N(Cc3ccc(F)cc3)C2=O)cc1	3	-24%	-7%	9%	?	?	1%	7%	4%
COc1cccc(-c2nnc3sc(-c4ccco4)nn23)c1	3	-25%	-9%	128%[activator]	-8%	7%[12.7 µM]	16%	-8%	-13%
C/C(Cl)=C\C[N+](C)(C)CC(=O)OCCc1ccccc1	2	-4%	14%	22%	?	2%	1%	4%	10%
C=CCn1c(SCC(C)=O)nnc1-c1cc(-c2ccccc2)sc1N	3	?	-38%	-23%	-26%	11µM*	?	9%	15%
Cc1csc2c(N3CCC(C(=O)O)CC3)ncnc12	0	10%	-14%	61%[activator]	0%	.	-8%	-16%	-8%
CS(=O)(=O)Nc1ccc(S(=O)(=O)N2CCOCC2)cc1	-18	-13%	-22%	20%	18%	104%[activator][59 µM]	-3%	-5%	8%
O=C(c1ccc(S(=O)(=O)Nc2ccccc2)cc1)N1CCCC(C(F)(F)F)C1 (stereo unspecified)	-2	-12%	37%	8%	i	?	-7%	3%	-6%
O=C(COC(=O)c1ccc(NS(=O)(=O)c2ccc3c(c2)OCCO3)cc1)NC1CC1	-1	3%	3%	35%	30%[activator]	-6%[12.7 µM]	2%	3%	15%
CSc1ncc(Cl)c(C(=O)Nc2ccc(S(=O)(=O)Nc3nccc(C)n3)cc2)n1	-3&-6	-1%&-18%	9%&5%	23%&9%	86%&-28%[activator]	39%	-25%&-3%	-12%&-9%	-2%&3%
COc1ccccc1CNC(=O)CSc1nnc2c(Cl)cc(C(F)(F)F)cn12	5	-5%	-2%	38%	-8%	44%[59 µM]	-3%	12%	-21%
CCN(C(=O)COC(=O)c1c(C)nn(-c2ccccc2)c1Cl)c1c(N)n(Cc2ccccc2)c(=O)[nH]c1=O	6	-23%	8%	19%	?	-46%	6%	-8%	3%
CCCCn1[nH]c(-c2ccccc2)cc1=O	-4	-22%	2%	10%	-5%	31%[59 µM]	-5%	-10%	15%
CCCCCOc1ccc(C(=O)NC(C(=O)O)C(C)C)cc1 (stereo unspecified)	0	-4%	-9%	28%	17%	9%	3%	.	-5%
Cc1nn(C(C)C(=O)Nc2ccc(C(C)C)cc2)c(=O)c2c1sc1ccccc12 (stereo unspecified)	-4	-22%	-6%	26%	0%	4%[59 µM]	1%	1%	0%
CCOC(=O)c1ccc(Cn2cnc3ccccc3c2=O)cc1	-1	-7%[57.1 µM]	-11%[11.4 µM]	-9%	-1%	0%[12.7 µM]	0%	-4%	-3%
